PREPL inh: PREPL enzyme inhibitors, primary screen, biochemical, fluorescence polarization; Prolyl endopeptidase-like (Homo sapiens), Q4J6C6; recombinant PREPL, fluorescence polarization activity-based probe; inhibition, % at 5.96 µM; 320,000 compounds, 0.68% hits; in the data active = inhibition above about 43%;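 also: 0% = enzyme with DMSO and 100% = wells lacking enzyme; many of its hits are not listed in these tables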
LYPLA2 inh: LYPLA2 inhibitors, primary screen, counter-screen for PME1 inhibitor project, biochemical, fluorescence polarization, FP-Rh probe ABPP; Acyl-protein thioesterase 2 (Homo sapiens), O95372; recombinant LYPLA2; inhibition, % at 5.9 µM; 320,000 compounds, 0.38% hits;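 active = inhibition above the screen-wide mean plus 3 SD, limit set per campaign, cut at about 26% in these data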;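 also: 0% = LYPLA2 with DMSO and 100% = wells lacking LYPLA2 enzyme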
Target sequence (O95372 whole entry, looked up): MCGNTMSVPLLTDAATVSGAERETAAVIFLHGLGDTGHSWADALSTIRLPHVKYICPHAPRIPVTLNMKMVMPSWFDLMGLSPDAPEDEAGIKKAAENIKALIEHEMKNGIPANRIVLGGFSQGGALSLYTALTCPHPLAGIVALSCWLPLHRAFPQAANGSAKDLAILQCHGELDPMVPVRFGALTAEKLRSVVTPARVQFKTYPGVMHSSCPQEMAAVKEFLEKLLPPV
PP5 inh: PP5 phosphatase inhibitors, primary screen, biochemical, fluorescence. 320,000 compounds, 0.18% hits. inhibition, % at 6.7 µM. Serine/threonine-protein phosphatase 5 (Homo sapiens), P53041. purified PP5c, OMFP substrate fluorescence;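 active = inhibition above the campaign's mean inhibition across all tested compounds plus 3 SD, cut at about 9.5% in these data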;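 also: 0% = DMSO only and 100% = 100 µM cantharidin control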
PP1 counter: PP1-alpha phosphatase inhibitors, primary screen, counter-screen for PP5 inhibitor project, biochemical, fluorescence, OMFP substrate, single point. Serine/threonine-protein phosphatase PP1-alpha catalytic subunit (Homo sapiens), P62136. purified PP1alpha. inhibition, % at 6.7 µM. 320,000 compounds, 0.9% hits;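 active = inhibition above the mean inhibition of all tested compounds plus 3 SD, computed separately for each screening campaign, cut at about 15% in these data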
Target sequence (P62136 whole entry, looked up): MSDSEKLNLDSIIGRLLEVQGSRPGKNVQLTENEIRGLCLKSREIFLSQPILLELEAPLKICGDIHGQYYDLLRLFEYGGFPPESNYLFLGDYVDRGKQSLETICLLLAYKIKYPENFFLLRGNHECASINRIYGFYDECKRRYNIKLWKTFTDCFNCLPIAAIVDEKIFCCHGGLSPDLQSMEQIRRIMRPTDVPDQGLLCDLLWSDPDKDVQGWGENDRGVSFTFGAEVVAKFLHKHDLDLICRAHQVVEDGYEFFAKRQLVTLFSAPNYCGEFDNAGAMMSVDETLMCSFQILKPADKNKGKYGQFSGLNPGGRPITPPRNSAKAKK
Efflux pump inh: inhibitors of Candida efflux pumps in yeast, primary screen, S. cerevisiae, Nile Red, multiplex | 330,000 compounds, 0.44% hits | S. cerevisiae Candida pump triplex | inhibition, % at 10 µM | AID 485275, 2010;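 active = plate passing quality check with inhibition over a set limit, or well fluorescence over plate mean plus 4 SD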;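 also: Nile Red retained in pooled yeast measured as flow cytometry median fluorescence; 0% = buffer negative control and 100% = Enniatin B positive control; higher means more Nile Red kept so more efflux inhibition; some compounds called inactive have numbers as strong as hits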
CTSL1 counter: Fasciola hepatica cathepsin L1 inhibitors, primary screen, counter-screen for PFM18AAP inhibitor project, biochemical, QFRET, fluorogenic peptide substrate; recombinant F. hepatica cathepsin L1, Z-Leu-Arg-MCA fluorescence; inhibition, % at 5.96 µM; 300,000 compounds, 0.49% hits;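 active = inhibition above the mean of all tested compounds plus 3 SD, set per screening campaign, cut at about 17% in these data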;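 also: 0% = plate median of test compound wells and 100% = 1 µM Z-Phe-Ala-diazomethylketone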
TPT1 inh: Candida albicans TPT1 enzyme inhibitors, primary screen, biochemical, fluorescence polarization; tRNA 2'-phosphotransferase TPT1 (Candida albicans SC5314); recombinant caTPT1, FP RNA substrate dephosphorylation; inhibition, % at 5 µM; 300,000 compounds, 0.81% hits; AID 1962, 2009;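 active = inhibition above the mean of all tested compounds plus 3 SD, set per screening campaign, cut at about 24% in these data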;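 also: plate controls were DMSO alone for no effect and ferristatin control at 100 nM for full effect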
JMJD2C inh: inhibitors of GASC-1 histone demethylase, primary screen, biochemical, fluorescence, DELFIA europium | GST-JMJD2C(1-420) H3K9me3 demethylation | inhibition, % at 2.35 µM | 330,000 compounds, 0.069% hits;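 active = more than half of a compound's replicate wells show inhibition beyond 50%, single wells judged on their own value; inconclusive = some, but no more than half, of replicates pass 50% inhibition; inactive = no replicate passes 50% inhibition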;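 also: signal counts dimethyl H3K9 product captured on neutravidin plate; 0% = median of DMSO wells and 100% = 0.3 times that DMSO median; strong numbers were not always called active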
Target sequence (Q9H3R0 1-420 limits assumed): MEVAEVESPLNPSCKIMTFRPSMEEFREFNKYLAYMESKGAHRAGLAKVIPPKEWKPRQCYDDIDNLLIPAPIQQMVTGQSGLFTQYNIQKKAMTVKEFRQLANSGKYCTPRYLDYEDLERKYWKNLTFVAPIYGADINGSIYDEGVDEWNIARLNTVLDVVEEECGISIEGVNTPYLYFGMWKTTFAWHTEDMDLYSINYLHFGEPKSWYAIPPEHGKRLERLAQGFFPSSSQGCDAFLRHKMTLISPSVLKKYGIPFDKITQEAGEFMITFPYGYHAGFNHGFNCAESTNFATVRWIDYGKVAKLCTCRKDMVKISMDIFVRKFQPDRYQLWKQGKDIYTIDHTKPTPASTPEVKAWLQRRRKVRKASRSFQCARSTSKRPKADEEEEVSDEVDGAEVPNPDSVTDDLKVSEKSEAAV
HCV core dimer: inhibitors of HCV core protein dimerization, primary screen, biochemical, TR-FRET, high-throughput; TR-FRET GST/Flag-core106 dimerization, 1536-well; inhibition, % at 5 µM; 300,000 compounds, 0.33% hits; AID 1899, 2009;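 active = inhibition above the mean of all tested compounds plus 3 SD, set per screening campaign, cut at about 45% in these data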
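Assay system: tagged HCV core106 pair (GST and Flag); medium: KF-containing HEPES buffer, pH 7.45, DTT, CHAPS, BSA; also added: Eu donor and XL665 acceptor anti-tag antibodies; dosing: 5 µM single dose; timing: compound-protein-antibody incubation 4 h at 22.5 °C; signal: TR-FRET 671 and 617 nm emission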
An asterisk follows results filed as active; ? = inconclusive; . = not tested or not shown.

Screens in order – CTSL1 counter	TPT1 inh	Efflux pump inh	HCV core dimer	PREPL inh	PP1 counter	PP5 inh	LYPLA2 inh	JMJD2C inh
#1 COC(=O)c1nnn(-c2cccc(Cl)c2)c1C(=O)OC
→ 1.0	-3.6	0.0	1.9	0.0	-3.4	-1.4	5.8	-3.4
#2 CCC(CC)NC(=O)Nc1cccc(C)c1C
→ -1.6	-6.2	-0.1	-4.0	1.9	-2.5	2.9	1.1	39.2
#3 O=P(c1ccccc1)(c1ccccc1)C(O)c1ccncc1 (stereo not given)
→ -3.2	0.1	0.0	-4.7	2.5	-6.9	1.1	0.1	-0.3
#4 Cc1ccc(/C=N/NC(=O)c2cccc(S(=O)(=O)Nc3ccccc3Cl)c2)s1
→ 2.4	2.0	-1.2	14.0	5.8	2.1	-0.6	10.2	3.3
#5 COc1ccc(C(CNC(=O)c2oc3ccc(F)cc3c2C)N2CCCCC2)cc1 (stereo not given)
→ -2.0	0.1	0.1	0.5	-7.6	6.1	3.9	2.5	-11.8
#6 Cc1c(Cl)cccc1NC(=O)CC1SCCNC1=O (stereo not given)
→ -1.4	1.6	0.2	-2.5	3.5	-10.8	2.5	-2.9	?
#7 Cn1nc(-c2ccc(Cl)cc2)cc1NC(=O)Nc1ccccc1
→ 4.4	-3.2	0.3	-2.1	18.2	-2.8	4.6	-14.0	-4.1
#8 CC(C)(C)NC(=O)CSC(=Nc1ccc(F)cc1)NC#N
→ 0.2	7.3	0.1	-4.9	-2.9	-1.8	3.2	-0.4	-6.4
#9 COc1ccc(C(C)NC(=O)c2ccccc2)cc1 (stereo not given)
→ -0.4	-0.8	0.0	-2.5	10.9	-2.2	5.0	10.8	2.2
#10 COc1cc(/C=C(\CC(=O)O)c2nc3ccccc3s2)cc(OC)c1O
→ 3.6	1.2	0.5	-1.6	12.0	3.8	-0.5	9.5	-1.0
#11 CC(C)N(C)C(=O)CCc1nnc(CCc2c[nH]c3ccccc23)o1
→ -2.2	-1.7	-0.1	0.5	2.5	-5.0	0.9	2.6	5.2
#12 COc1cccc(N(C(=O)C2COc3ccccc3O2)C(C(=O)NC2CCCCC2)c2ccc(O)cc2)c1 (stereo not given)
→ 4.7	-6.0	0.0	7.0	16.2	3.1	2.7	-0.9	6.5
#13 CCN(CC(=O)NC(=O)NCc1ccccc1)CC(=O)Nc1cc(Cl)ccc1C
→ .	.	-0.2	.	0.4	4.2	3.5	3.8	3.7
#14 COCc1ccc(CN2CCC(C(=O)Nc3cccc(-c4cscn4)c3)CC2)o1
→ -2.8	-1.6	-0.1	7.8	-2.4	-4.2	1.4	-3.8	2.2
#15 CCN(CC)CCOc1nnc(-c2ccc(C)cc2)c2ccccc12
→ 0.3	3.7	0.1	-0.2	-3.3	-0.8	1.6	3.5	-1.2
#16 CCCCn1c(N)c(N(CC(C)C)C(=O)c2ccc(S(=O)(=O)N(CC)c3ccccc3)cc2)c(=O)[nH]c1=O
→ -2.1	1.0	-0.1	0.6	-2.9	-1.9	0.6	-3.5	-7.3
#17 Cc1ccc(CN2CCN(C3CCOCC3)CC2CCO)cc1 (stereo not given)
→ 0.2	-1.6	-0.1	3.9	-2.0	-6.5	1.1	5.5	-39.6
#18 CC(Cc1cccs1)N(Cc1ccc(Cl)cc1)C(=O)c1ccncc1 (stereo not given)
→ 4.4	-5.0	-0.2	-4.6	18.9	1.0	0.8	-1.3	-16.2
#19 Cc1cccc(C2=NNC(=O)C(c3ccc(Cl)cc3)C2)c1 (stereo not given)
→ -0.3	-2.5	0.0	1.0	-33.2	-1.4	0.0	2.4	-5.8
#20 CC(NC(=O)c1cn(C)c2ccc(S(=O)(=O)N3CCCC3)cc2c1=O)c1ccccc1 (stereo not given)
→ 4.6	-1.5	-0.1	2.4	18.3	-4.0	-0.8	-3.5	-1.8
#21 O=C(NNC1=NS(=O)(=O)c2ccccc21)c1ccccc1
→ 8.0	-1.1	-0.1	-4.9	-1.1	-8.0	0.8	-2.2	-4.3
#22 CN(C)c1nc(OCCOC(=O)COc2ccc(Cl)cc2Cl)nc(N(C)C)n1
→ 0.0	2.4	0.1	-2.7	-9.6	1.2	2.5	-0.6	8.7
#23 C=CCn1c(SCC(=O)Nc2ccc(S(N)(=O)=O)cc2)nnc1-c1cnccn1
→ 0.3	-3.3	0.1	7.0	-6.6	-1.3	0.7	12.7	-4.2
#24 Cc1ccc(OCC(=O)c2cc(C)c(C)cc2C)c([N+](=O)[O-])n1
→ -0.7	-2.0	0.1	34.4	3.0	2.0	2.8	-0.2	5.7
#25 O=C(c1cccc(C(F)(F)F)c1)N1CCC2(CC1)NCCc1[nH]cnc12
→ -1.7	-0.8	0.0	0.3	0.6	0.0	0.3	8.9	-9.1
#26 COc1cc(NC(=O)c2ccco2)c(C(=O)OCC(=O)c2c[nH]c3ccccc23)cc1OC
→ -0.8	2.6	0.1	15.5	-21.4	15.0	3.5	-63.9	13.7
#27 O=C(c1ccco1)N1CCN(C(=O)c2ccc(Cn3cc(Br)cn3)o2)CC1
→ -4.2	1.3	-0.1	0.0	8.5	-1.4	0.5	-0.8	2.3
#28 Nc1nonc1-n1nnc(C(=O)N/N=C/c2ccccc2F)c1-c1cccs1
→ 2.2	-2.7	0.1	0.4	3.4	3.0	1.5	-9.5	8.5
#29 Cn1c(SCC(=O)Nc2ccccc2Cl)nnc1C1CC1
→ 6.9	-2.2	-0.1	-1.6	0.5	-1.4	-1.2	4.3	12.7
#30 Cc1ccc(CNC(=O)c2cc3c(=O)n(C)c4ccccc4c3n2C)cc1
→ 2.1	2.5	0.0	0.6	4.0	-4.3	2.5	0.9	0.2

Single values from the entries so far.
Reading of #29 under TPT1 inh: -2.2
Reading of #5 under CTSL1 counter: -2.0

(listing goes on)
Screens in order – CTSL1 counter	TPT1 inh	Efflux pump inh	HCV core dimer	PREPL inh	PP1 counter	PP5 inh	LYPLA2 inh	JMJD2C inh
#31 COc1ccc2nc(C3CCCCC3)nc(C3CCCCC3)c2c1
→ 0.9	-2.4	-0.2	-15.9	12.0	-2.8	-0.5	1.2	-1.6
#32 O=C(O)CC1(CC(=O)N2CCN(CCO)CC2)CCCC1
→ -0.8	-2.4	-0.2	-1.1	2.3	0.9	-0.4	4.0	0.7
#33 COC(=O)c1cc(Br)c(=O)n(CCN2CCOCC2)c1
→ -1.5	-1.2	0.1	-0.9	5.8	-2.7	-0.9	1.8	-3.5
#34 O=C(NNC(=O)c1cccs1)c1ccc(Cl)cc1
→ -2.8	1.0	-0.1	-2.7	0.1	2.0	0.9	-3.2	-0.6
#35 COc1cc(COc2ccc3c(C)c(Cc4ccccc4)c(=O)oc3c2C)cc(OC)c1OC
→ 0.4	-1.4	-0.1	10.4	-0.9	-0.2	3.1	-5.2	3.3
#36 Cc1ccc(-n2nnnc2CSc2nnc(-c3ccc(O)cc3)o2)cc1
→ 6.2	-0.7	-1.4	-1.1	7.1	0.9	-0.2	5.4	-7.4
#37 CN(C)c1cc[n+](CC(=O)Nc2ccc(OC(F)F)cc2)cc1
→ -2.8	2.4	0.4	-0.5	-5.4	-2.4	-0.1	-7.8	3.9
#38 CCCN1CCC(NC(=S)Nc2ccc(C(=O)OCC)cc2)CC1
→ 1.2	-0.1	0.0	3.5	0.4	-0.5	-1.9	-5.5	3.1
#39 COc1ccccc1CCC(=O)Nc1nc2ccccc2[nH]1
→ -0.3	7.9	0.2	7.1	-9.7	-0.3	2.1	-2.8	-5.6
#40 Cc1ccc(/C=N/c2sc3c(c2C#N)CCCCC3)o1
→ -0.7	-2.7	0.0	9.5	6.9	-0.3	0.9	3.1	-3.5
#41 COc1cccc(-n2c(=O)c3sccc3n(CC(=O)NCC3CCCO3)c2=O)c1 (stereo not given)
→ -1.7	-0.4	-0.3	0.0	1.1	2.0	1.5	9.0	-1.6
#42 CCOC(=O)N1CCN(C(=O)c2cc(COc3ccc(OC)cc3Cl)on2)CC1
→ 3.7	-0.7	0.1	0.4	17.7	-2.1	-7.2	-0.4	23.6
#43 CN(CC1CCCN(CCc2cccc(C(F)(F)F)c2)C1)C(=O)c1ccc2nc[nH]c2c1 (stereo not given)
→ -0.2	-3.4	-0.1	-1.9	-11.5	2.1	1.2	4.8	14.4
#44 CCc1cccc(C)c1NC(=O)C1CCN(C(=O)c2ccc([N+](=O)[O-])cc2)CC1
→ -0.5	2.1	0.0	7.9	7.2	-5.5	0.9	10.1	-9.4
#45 CCOc1ccc(-n2c(=S)sc3c(=O)[nH]c(SCC(=O)C(C)(C)C)nc32)cc1
→ 2.2	-0.4	0.3	28.8	13.1	3.7	1.3	7.5	1.6
#46 CCN1CCN(S(=O)(=O)c2cc(C)c(OC)cc2C)CC1
→ 1.8	-1.5	0.0	2.1	-6.5	-4.1	-0.6	5.4	-0.3
#47 COc1ccc(NC(=O)Cc2c(O)c3ccccc3[nH]c2=O)cc1
→ -3.5	-2.7	0.1	-2.2	7.8	4.0	0.7	-2.7	-0.1
#48 Cn1cc([N+](=O)[O-])c(C(=O)n2cccn2)n1
→ 2.8	0.1	0.2	-5.1	-1.2	-3.0	3.0	-0.5	2.7
#49 CN1CCCCCC1C(=O)N1CCC(N2CCC(C(=O)N3CCOCC3)CC2)CC1 (stereo not given)
→ 3.2	-1.2	-0.1	-2.6	11.2	-1.7	0.4	-1.3	-9.0
#50 C(=N\Nc1nncc2ccccc12)/c1ccccc1
→ -3.0	3.9	0.0	-0.5	0.9	-4.2	0.3	0.5	-15.3
#51 O=C(NCCN1CCOC1=O)C1CCC(=O)N(CCc2ccc(Cl)cc2)C1 (stereo not given)
→ 0.9	1.4	0.0	-0.1	-3.6	-1.9	-0.2	5.5	14.2
#52 Cc1ccc(-n2c(CNc3ccc(C)c(Cl)c3)n[nH]c2=S)cc1
→ 2.0	-0.5	-0.1	10.0	-41.0	0.7	3.2	8.0	1.0
#53 CCOC(=O)N1CCC(N(CCOC)C(=O)Nc2ccc(CC)cc2)CC1
→ -0.7	-1.1	0.2	0.3	19.1	-0.7	1.6	-0.8	-18.7
#54 COc1ccc(-c2nc(N)n[nH]2)cc1
→ 1.5	0.9	-0.1	1.2	-3.5	-0.2	-0.1	-7.5	1.7
#55 CCOC(=O)CSC1=C(C#N)C(=O)NC(c2ccc(OC)cc2)S1 (stereo not given)
→ 4.8	2.3	0.1	-3.7	-4.0	0.0	0.5	-1.4	53.2
#56 O=C(Oc1ccccc1N1C(=O)CCC1=O)c1ccco1
→ -5.0	-0.9	0.1	3.2	1.9	-4.6	1.0	-0.7	0.6
#57 CC1(C)C(=O)C2(CCCCC2)C(=O)OC1c1ccc(O)cc1 (stereo not given)
→ 0.2	-2.2	0.1	-6.0	10.3	2.2	3.5	2.6	20.6
#58 Cc1ccc(OCCC(=O)OCC(=O)Nc2ccc3c(c2)OCO3)cc1
→ -19.0	0.3	0.0	13.3	-0.3	-1.3	3.1	4.6	0.0

Some of the compounds tested; rates above refer to the full screens.
